# Source: PubChem BioAssay
# ERp5 block = inhibitors of human ERp5; 0.05% of 350,000 active; AID 651711; ERp5 insulin aggregation, absorbance 650 nm, 90 min; Q15084; inhibition, % at 9.99 µM;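 active = mean replicate inhibition above about 25%, with every replicate also reaching it, limit read from the data, passing the limit was not always enough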
# Target sequence (Q15084 whole entry, looked up): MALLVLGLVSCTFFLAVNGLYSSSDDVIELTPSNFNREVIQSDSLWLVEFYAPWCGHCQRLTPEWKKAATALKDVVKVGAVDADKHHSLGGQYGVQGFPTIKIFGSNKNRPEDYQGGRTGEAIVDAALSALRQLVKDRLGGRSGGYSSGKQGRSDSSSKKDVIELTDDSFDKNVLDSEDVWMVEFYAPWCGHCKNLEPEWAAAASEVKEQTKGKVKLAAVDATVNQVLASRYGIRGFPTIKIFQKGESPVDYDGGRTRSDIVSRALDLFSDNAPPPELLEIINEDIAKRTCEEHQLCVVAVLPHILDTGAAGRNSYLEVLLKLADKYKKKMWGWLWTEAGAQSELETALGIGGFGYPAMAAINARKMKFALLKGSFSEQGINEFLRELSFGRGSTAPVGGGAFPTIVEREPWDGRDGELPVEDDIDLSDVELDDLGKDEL
# esBAF inh = blocks esBAF chromatin remodeling in mouse ES cells | Bmi1-luciferase knock-in reporter, 24 h; 100% = twice the neutral-well signal | reporter increase, % at 12.5 µM | 2% of 350,000 active | AID 602393; in the data active = activation above about 40%;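 also: 0% = median of the plate's neutral control wells and 100% = double that signal; a rise in the Bmi1 reporter signal indicates esBAF inhibition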
# ERAP1 inh = blocks human ERAP1 aminopeptidase activity; Q9NZ08; inhibition, % at 10.7 µM; AID 652197; 0.15% of 340,000 active; recombinant ERAP1, Leu-AMC fluorescence, 60 min;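 active = mean replicate inhibition of at least 30%, or all replicates individually reaching that 30% level; inactive = mean below 30% and not every replicate reaching it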;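 also: 0% = neutral control wells and 100% = L-leucinethiol positive control wells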
# S100A4 MyoIIA = blocks human S100A4 binding to myosin IIA peptide | inhibition, % at 10.7 µM | P26447 | 0.14% of 360,000 active | S100A4/TAMRA-MyoIIA peptide fluorescence polarization;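 active = mean inhibition of at least 70% across replicates, with every replicate also reaching that level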
# Target sequence (P26447 whole entry, looked up): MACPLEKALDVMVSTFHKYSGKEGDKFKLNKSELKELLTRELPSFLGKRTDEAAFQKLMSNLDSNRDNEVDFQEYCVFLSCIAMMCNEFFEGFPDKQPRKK
#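 Compound dosing: one dose per compound; test system: human S100A4 monomer with TAMRA-labelled myosin IIA peptide; probe or stimulus: TAMRA-labelled myosin IIA heavy-chain peptide probe, 5 nM; medium: HEPES buffer with Ca2+, pH 7.2; schedule: 5 min incubation before reading; benchmarks: neutral control DMSO, positive control TFP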
# RAD52 anneal inh = blocks human RAD52 DNA annealing; P43351; recombinant RAD52 DNA annealing, FRET fluorescence; inhibition, % at 18.7 µM; 0.46% of 360,000 active;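 active = every replicate showing at least 50% inhibition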
# Target sequence (P43351 whole entry, looked up): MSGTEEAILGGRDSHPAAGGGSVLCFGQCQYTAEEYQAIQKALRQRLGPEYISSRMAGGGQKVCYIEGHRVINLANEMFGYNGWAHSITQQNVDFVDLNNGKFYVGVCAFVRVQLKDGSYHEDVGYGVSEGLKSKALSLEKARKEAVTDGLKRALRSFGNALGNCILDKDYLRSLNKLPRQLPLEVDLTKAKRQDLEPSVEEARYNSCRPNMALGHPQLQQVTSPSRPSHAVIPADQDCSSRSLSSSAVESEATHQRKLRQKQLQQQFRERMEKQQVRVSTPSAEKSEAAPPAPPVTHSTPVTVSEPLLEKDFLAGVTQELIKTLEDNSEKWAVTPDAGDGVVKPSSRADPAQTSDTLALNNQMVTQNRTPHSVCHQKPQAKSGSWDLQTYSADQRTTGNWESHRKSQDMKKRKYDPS
# RAD54 branch = RAD54 (human) branch migration inhibition | inhibition, % at 10.4 µM | 0.14% of 360,000 active | RAD54 Holliday junction branch migration, FAM/BHQ fluorescence;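 active = mean normalized replicate activity at least 40 and at least half of replicates scoring 40 or more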;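 also: 0% = median of neutral control wells and 100% = median of positive control wells; inhibitors cause a drop in the FAM fluorescence signal; in these data hits start at about 50%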
# XiGFP reactiv = X-chromosome reactivation activator. XiGFP mouse fibroblasts, % GFP-positive cells imaging, 3 d; cells co-treated with 5-aza-dC sensitizer; scaled so ellipticine positive control = 100%. activation, % at 7.58 µM. 0.055% of 360,000 active;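 active = mean normalized replicate activation at least 10% and every replicate at or above 10%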;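 also: 0% = median of on-plate neutral control wells and 100% = ellipticine 6 µM median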
#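 Material: SV40-immortalized XiGFP fibroblast cells, line 68-5-11 | Buffer or medium: DMEM containing 5-aza-dC | Dosing: One concentration, pinned | Times: 3 d treatment, 15 min room-temperature fixation | Controls: Ellipticine 6 µM positive control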
# E-sel inducer = E-selectin induction on HUVECs. 0.37% of 260,000 active. activation, % at 7.58 µM. P16581. AID 686992. HUVEC E-selectin immunofluorescence imaging; normalized: neutral wells 0, TNF-alpha wells 100;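 active = mean E-selectin-positive cell signal at least 10% of the positive control, reached in at least 60% of replicates, without over 20% cell loss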;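 also: in these data hits start at about 27%; measured in HUVEC primary endothelial cells; signal is the percent of cells scored E-selectin positive by PE staining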
#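 System: HUVEC, human umbilical vein endothelial cells; quantity: 3,000 cells/well; buffer or medium: EGM-2 medium, gelatin-coated wells; dosing: single-point compound dose; detection: immunofluorescence imaging; evaluation: % PE-positive cells; benchmarks: TNF-alpha, DMSO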
# Starred values were filed as active, the others as inactive; x = no result given. Rows were taken by chance, and some 2.5% of all compounds hit somewhere here.
smiles	esBAF inh	S100A4 MyoIIA	E-sel inducer	RAD52 anneal inh	RAD54 branch	ERAP1 inh	XiGFP reactiv	ERp5 block
CC(=O)N1CC2(C1)[C@H](c1ccc(-c3cccc(F)c3)cc1)[C@H](CO)N2CC1CCCC1	x	-3	-0.1	-45	x	1	0.3	0
N[C@@H](CO)c1nnc([C@H](CCC(=O)O)NC(=O)C2CCNCC2)o1	-5	0	-0.1	1	-12	-3	-0.2	-3
Cc1ccc(Cc2c(C)[nH]c(=S)[nH]c2=O)cc1	x	5	x	-3	x	0	0.1	-2
C[C@@H]1CN([C@@H](C)CO)C(=O)c2cc(NS(=O)(=O)c3ccc(F)cc3)ccc2O[C@H]1CN(C)Cc1ccc2c(c1)OCO2	2	2	-0.3	-6	6	0	-0.1	1
Cc1ccc(NC(=O)C[n+]2cc(-c3ccccc3)n3c2CCC3)c(C)c1	x	0	3.2	-13	x	-1	0.1	-7
O=C(C[C@H]1CC[C@H]2[C@@H](COC[C@@H](O)CN2CCC(F)(F)F)O1)NCc1ccc2c(c1)OCO2	0	2	0.1	6	8	-1	0.3	2
COC(=O)C[C@@H]1CC[C@@H]2[C@H](COC[C@H](O)CN2C(=O)Nc2cccc(F)c2)O1	35	15	-0.1	21	6	-3	0.3	-8
Cc1nc(C)c(C(=O)N/N=C/c2ccco2)s1	-10	-5	x	9	5	-1	0.0	2
COc1ccc(CC(=O)Nc2nc(C)cs2)cc1	6	-2	-0.1	-19	-4	4	0.0	-2
CCCCN1C(=O)/C(=C(/C#N)C(=O)N2CCCC2)c2ccccc21	x	1	x	-9	x	-5	-0.1	6
COc1ccc(CCNC(=O)c2cc(S(=O)(=O)N3CCOCC3)cn2C)cc1OC	2	0	x	-4	-4	4	0.1	-8
Cc1ccccc1CN1C(=O)c2ccccc2Sc2ccc(C(=O)NCCCN3CCOCC3)cc21	-9	-10	x	8	4	-3	0.3	-3
CCN(C[C@H]1[C@H](c2ccccc2)[C@H](CO)N1C(C)=O)C(=O)c1ccccn1	2	104*	0.2	-7	-8	0	0.2	-2
Cc1ccc(S(=O)(=O)c2nc(-c3ccco3)oc2SCC(N)=O)cc1	-2	-1	0.2	-36	2	0	0.2	2
O=C(COC(=O)c1ccco1)Nc1nc2ccc([N+](=O)[O-])cc2s1	x	0	x	-5	-5	0	-0.1	7
N#C/C(=C\c1ccc(F)c(F)c1)C(=O)NC1CCCCC1	x	-1	x	-3	9	-4	-0.1	-7
COCCn1c(SCC(=O)NNC(=O)c2ccccc2)nc2ccccc2c1=O	-12	-1	0.1	-9	-4	8	0.1	-2
CC(CCc1ccccc1)NC(=O)CNC(=O)N1CC(=O)Nc2ccccc21 (centres undefined)	3	0	x	-4	-2	-3	0.0	2
COc1ccc(CNC(=O)/C=C/[C@H]2O[C@@H](n3ccc(=O)[nH]c3=O)[C@H](O)[C@@H]2O)cc1	-4	-3	0.7	-9	8	-1	0.0	-6
CC(C)CC#Cc1cnc2c(c1)C(=O)N([C@H](C)CO)C[C@H](C)[C@@H](CN(C)Cc1ccc(F)cc1)O2	3	10	-0.4	15	-3	-3	-1.3	-1
COc1ccc(-n2nnnc2CNC(=O)c2c(-c3ccccc3Cl)noc2C)cc1	-4	-3	x	-49	1	3	0.2	-8
CCOc1ccc(N(C(C)C(=O)NN=C2CCCCCCC2)S(C)(=O)=O)cc1 (centres undefined)	x	0	x	-10	x	11	-0.1	-3
CCN(CC)c1ccc(S(=O)(=O)N2CCOCC2)cc1NC(=O)CN1CCN(Cc2ccccc2)CC1	1	-1	1.4	-7	5	x	-0.4	0
O=S1(=O)CC(N2CCC(c3ccccc3)CC2)CN1Cc1ccccc1 (centres undefined)	9	-11	0.3	-1	-3	6	0.0	-8
COc1cc(Cl)c(C)cc1NC(=O)CSc1nnc(CCC(=O)O)c(=O)[nH]1	3	-2	x	-22	4	-1	0.0	1
C[C@H](CO)N1C[C@H](C)[C@H](CN(C)C(=O)Nc2ccc(C(F)(F)F)cc2)Oc2ccc(NS(C)(=O)=O)cc2CC1=O	-1	12	x	-1	1	2	-0.8	17
CCCC#Cc1ccc([C@@H]2[C@H]3CN(C(=O)c4cccnc4)CC(=O)N3[C@H]2CO)cc1	x	-7	0.4	-5	x	1	0.0	6
Cc1cc(Br)c(NC(=O)C(C)Sc2nnnn2C)c(Br)c1 (centres undefined)	-2	-4	-0.2	-3	-4	-3	0.0	4
Cc1noc(C)c1NC(=O)Nc1cccc2c1O[C@H](CN(C)C(=O)NC1CCCCC1)[C@H](C)CN([C@H](C)CO)C2=O	3	-9	0.0	1	-11	1	-0.1	-3
C[C@H]1CN([C@@H](C)CO)S(=O)(=O)c2ccc(-c3cncnc3)cc2O[C@H]1CN(C)Cc1ccc(Oc2ccccc2)cc1	-5	-4	0.2	24	-4	0	-0.5	4
CC(C)c1ccc(CN2CCN(C(=O)CSc3nnnn3C3CC3)CC2)cc1	8	-4	-0.5	-17	2	0	0.3	-1
Cc1cccc(/C=C2\Sc3ccc(C(=O)N4CCCCC4)cc3N(C)C2=O)c1	0	4	x	-15	-9	-1	0.2	4
C[C@H]1CN([C@@H](C)CO)C(=O)Cc2cc(NC(=O)Cc3ccccc3)ccc2O[C@@H]1CN(C)Cc1ccncc1	-2	1	6.8	2	-1	2	0.0	2
CCC(CO)Nc1ccn2nc(-c3ccccc3)cc2n1 (centres undefined)	69*	-2	0.9	5	-2	7	0.2	-5
COc1ccc(-c2csc(Nc3ccccn3)n2)cc1	x	0	0.5	-9	2	0	0.0	-4
CCN=C1NC(c2ccc(F)cc2)C(C(=O)OC)=C(C)N1Cc1ccccc1C(F)(F)F (centres undefined)	x	-6	0.0	12	x	-1	0.5	-6
Cc1cc2sc(NC(=O)c3ccco3)nc2cc1Cl	9	-2	x	-6	-1	0	0.2	2
C/C=C/c1ccc([C@H]2[C@@H](CO)N[C@@H]2CNC(=O)c2ccccc2F)cc1	0	39	0.1	-50	-6	-2	0.0	12
Cc1ccc(N(CC(=O)NC2CCCC2)C(=O)CNC(=O)c2cccs2)cc1C	6	-2	x	-13	-4	-4	0.3	5
Cc1cc(Cn2nnc3ccccc32)c(O)c(C(C)(C)C)c1	2	-3	0.0	1	-4	x	0.0	-3
O=C1OCCN1C(=O)[C@H]1[C@H](c2ccc(F)cc2)C(c2cccc(Cl)c2)=NN1c1ccc(Br)cc1	3	-2	1.1	-12	1	x	0.0	-7
CCN(c1ccccc1)S(=O)(=O)c1cccc(C(=O)OCc2nc3sc(C)c(C)c3c(=O)[nH]2)c1	x	-5	0.2	-73	x	-3	0.2	4
CCCC(=O)Nc1ccc(NC(=S)NC(=O)c2cccs2)cc1	x	-30	x	-13	x	-3	0.0	6
Cc1ccc(C(C)C)cc1OCCN1CCCC1	-3	-7	x	-6	x	-3	-0.1	6
CCc1c(C)nc(N2CCN(c3ccc(OC)cc3)CC2)[nH]c1=O	2	-6	-0.4	-9	2	0	-0.1	-1
Cc1ccc2c(c1)-c1cc(C)nn1C(c1ccc3c(c1)OCO3)N2 (centres undefined)	15	-2	x	-18	2	4	x	-6
COc1ccccc1NC(=O)c1ccc(NC(=O)COC(=O)c2cncc(Br)c2)cc1	2	0	x	-53	2	-3	0.1	1
CCOC(=O)c1c(C)[nH]c(N=Nc2cc(C(=O)O)cc(C(=O)O)c2)c1C	x	-1	2.4	-15	-23	7	0.5	-1
COc1ccc(S(=O)(=O)Nc2ccc3c(c2)C(=O)N([C@@H](C)CO)C[C@@H](C)[C@H](CN(C)C(=O)Nc2ccc4c(c2)OCO4)OCCCC[C@@H](C)O3)cc1	1	2	-0.2	-6	1	-2	0.0	0
O=C(OCc1cn([C@H]2CN(CC3CCCCC3)[C@@H](c3ccc(Cl)cc3)C[C@@H]2O)nn1)c1ccccc1	1	-3	0.3	-15	10	0	-0.1	-1
O=C(Nc1ccccc1F)N1CC(=O)N2[C@@H](CO)[C@@H](c3ccc(C#CC4CCCC4)cc3)[C@@H]2C1	x	13	-0.1	5	x	x	0.2	4
CCOc1ccc(CCNC(=O)CN2C(=O)NC3(CCc4ccccc43)C2=O)cc1OCC (centres undefined)	1	-3	x	-7	-6	-1	0.1	0
CSc1nc2ncc3c(n2n1)CC(C)(C)CC3=O	x	0	x	0	x	-3	0.1	10
Cc1ccc(S(=O)(=O)Nc2ccc3c(c2)C(=O)N([C@H](C)CO)C[C@H](C)[C@H](CN(C)S(=O)(=O)c2ccc(Cl)cc2)OCCCC[C@@H](C)O3)cc1	1	x	-0.1	x	-3	x	-0.1	x
NC(=O)c1ccc(-n2nnnc2SCC(=O)c2ccc(O)c(O)c2)cc1	-1	-5	-0.8	-12	x	-1	0.0	6
CCCCNC(=S)NNC(=O)c1ccncc1	-2	-1	2.1	-4	7	0	0.1	4

# Next section:
smiles	esBAF inh	S100A4 MyoIIA	E-sel inducer	RAD52 anneal inh	RAD54 branch	ERAP1 inh	XiGFP reactiv	ERp5 block
OCCC1CN(Cc2cccn2-c2cccnc2)CCN1CCc1ccccc1 (centres undefined)	-6	2	x	3	5	-2	0.0	2
Cc1noc(C)c1S(=O)(=O)N(C)C[C@@H]1Oc2ccc(NS(=O)(=O)c3cn(C)cn3)cc2C(=O)N([C@@H](C)CO)C[C@@H]1C	-3	0	0.2	-8	5	-4	-1.1	-6
O=C1C=CC(c2c[nH]c3ccccc23)CC1 (centres undefined)	x	-4	0.0	-16	x	-1	0.1	6
Cc1ccccc1-n1nc2c(c1NC(=O)/C=C\c1ccc3c(c1)OCO3)CSC2	11	1	0.0	-42	-6	3	0.4	2
COCC(=O)Nc1ccc2c(c1)OC[C@H](C)N(C(=O)Cc1ccccn1)C[C@@H](C)[C@H](OC)CN(C)C2=O	7	3	-0.1	-9	3	-4	0.0	-1
Cc1ccc(C(C(=O)NC(C)(C)C)N(Cc2cccs2)C(=O)c2ccc3c(c2)OCCO3)cc1 (centres undefined)	x	3	x	-1	x	7	0.0	-2
Cc1ccc(S(=O)(=O)NCC(=O)NCC(=O)NC(C)c2ccccc2Br)cc1C (centres undefined)	3	-5	0.1	-10	1	1	0.0	1
O=S(=O)(NCC(c1ccccc1)N1CCC(O)CC1)c1ccc(Cl)cc1 (centres undefined)	2	-3	x	5	7	-4	0.0	0
O=C1c2ccccc2C(Nc2ccc(S(=O)(=O)N3CCOCC3)cc2)N1c1ccccn1 (centres undefined)	0	-4	0.0	-18	21	8	0.0	6
Cn1cnc(S(=O)(=O)Nc2ccc(Cl)c(C(F)(F)F)c2)c1	-4	-7	x	-6	3	-2	-0.1	1
COc1cc(CNC2CCCC2)cc(OC)c1OC	-6	0	x	0	0	2	x	5
C[C@H]1CN([C@@H](C)CO)C(=O)c2cc(NC(=O)Cn3cnnn3)ccc2O[C@H]1CN(C)Cc1ccccc1	0	0	0.3	-38	3	2	-1.1	3
C[C@@H]1CCCCO[C@H](CN(C)C(=O)CCC(F)(F)F)[C@@H](C)CN([C@@H](C)CO)C(=O)c2cc(NC(=O)CCCN(C)C)ccc2O1	4	x	-0.2	x	11	x	0.4	x
